Source: PubChem BioAssay (National Center for Advancing Translational Sciences (NCATS))
EPAC2 ag – activates human EPAC2 exchange factor; EPAC2 activation, biochemical qHTS; response scale: 100% = 6.5 mM cAMP response; Potency, µM (highest dose often 154 µM), inactives show at the top dose activation, usual class: activators; 360,000 tested, 0.079% active; note: potency is the fitted concentration of half-maximal effect; nearly all actives have a fitted effect of over 50% in size
Target sequence (Q8WZA2 whole entry, looked up): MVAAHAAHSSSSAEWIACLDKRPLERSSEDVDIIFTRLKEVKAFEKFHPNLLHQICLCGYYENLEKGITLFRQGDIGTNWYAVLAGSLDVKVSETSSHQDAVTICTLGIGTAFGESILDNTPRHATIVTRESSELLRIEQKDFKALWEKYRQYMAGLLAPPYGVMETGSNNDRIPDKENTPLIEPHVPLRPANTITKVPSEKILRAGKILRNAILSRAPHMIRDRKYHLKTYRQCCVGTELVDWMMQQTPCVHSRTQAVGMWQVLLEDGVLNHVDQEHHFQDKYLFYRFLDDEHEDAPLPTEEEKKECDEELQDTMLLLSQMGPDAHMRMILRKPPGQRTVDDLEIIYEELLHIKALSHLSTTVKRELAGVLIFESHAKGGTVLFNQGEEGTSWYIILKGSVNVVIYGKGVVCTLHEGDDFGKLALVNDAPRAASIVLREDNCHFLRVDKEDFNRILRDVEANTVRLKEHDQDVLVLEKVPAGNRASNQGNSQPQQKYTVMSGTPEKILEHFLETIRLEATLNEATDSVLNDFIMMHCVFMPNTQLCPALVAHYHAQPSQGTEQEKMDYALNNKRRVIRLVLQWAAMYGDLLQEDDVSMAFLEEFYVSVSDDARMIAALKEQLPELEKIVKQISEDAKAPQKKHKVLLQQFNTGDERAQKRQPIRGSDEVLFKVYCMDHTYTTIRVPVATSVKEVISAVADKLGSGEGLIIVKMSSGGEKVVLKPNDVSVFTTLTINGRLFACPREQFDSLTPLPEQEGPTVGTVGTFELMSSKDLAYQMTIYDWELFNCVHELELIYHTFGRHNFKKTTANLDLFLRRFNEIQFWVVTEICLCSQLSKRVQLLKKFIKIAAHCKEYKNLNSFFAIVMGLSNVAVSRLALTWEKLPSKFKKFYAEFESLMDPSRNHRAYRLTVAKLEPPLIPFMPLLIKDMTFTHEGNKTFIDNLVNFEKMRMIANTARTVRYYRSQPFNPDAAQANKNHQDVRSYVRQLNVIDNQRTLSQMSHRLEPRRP
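EPAC2 (100 nM) mixed with Rap1B loaded with BODIPY-GDP (250 nM) plus 50 uM unlabeled GDP; compounds pinned in, 5 min RT, then read every 5 min for 30 min (ex 480, em 540 nm). Normalized to cAMP control.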
TGFb inhibitor – blocks TGF-b signaling; Potency, µM (top dose mostly 46.1 µM), inactives show at the highest dose activity, negative = inhibition, most hits filed as inhibitors; AID 588855; 410,000 tested, 1.2% active; HepG2 CAGA-GFP TGF-b/SMAD3 reporter, GFP fluorescence, 18 h; TGF-beta stimulated, 500 pg/mL final; note: potency is the fitted concentration of half-maximal effect; % is set by controls: 0 for no effect and ±100 for the full control effect; nearly all actives have a fitted effect of over 65% in size
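Inhibition of TGF-beta-driven CAGA-GFP reporter expression in HEPG2 cells is measured by cellular GFP fluorescence after 18 h stimulation with 500 pg/mL recombinant TGF-beta in 1% FBS medium at 37 degrees C.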
A549 viability – counter-screen for Nrf2 inhibitors: cytotoxicity in A549 cells; A549 ARE-Fluc cells, CellTiter-Fluor viability, 18-24 h; Potency, µM (highest dose often 46 µM), inactives show at the highest dose activity change, negative = cytotoxicity, usual class: inhibitors; 390,000 tested, 0.16% active; note: potency is the fitted concentration of half-maximal effect; % is set by controls: 0 for no effect and ±100 for the full control effect
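A549 ARE_Fluc cells in 5% FBS OPTI-MEM were exposed to compounds in concentration-response for 18-24 h at 37 deg C. Viability was read by CellTiter-Fluor fluorescence (Ex 405/Em 525) after 30 min, before the luciferase read.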
Nrf2 inh – inhibitors of Nrf2 signaling; Potency, µM (doses to about 46 µM), for the others: at the highest dose activity change, negative = inhibition, hits mostly inhibitors; A549 ARE-Fluc reporter, luciferase luminescence, 18-24 h; 360,000 tested, 2.1% active; note: potency is the fitted concentration of half-maximal effect; % is set by controls: 0 for no effect and ±100 for the full control effect; nearly all actives have a fitted effect of over 60% in size
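Quantitative HTS in A549 cells stably bearing an antioxidant response element-firefly luciferase construct. Inhibition of Nrf2-driven transcription was scored by luminescence after 18-24 h of compound exposure at 37 °C.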
Mm-Cpn inhibitor – inhibitors of Methanococcus maripaludis chaperonin (MmCpn). Potency, µM (titrated, usually from 76.9 µM), for inactives: at the top dose activity, negative = inhibition, most hits filed as inhibitors. purified Mm-Cpn ATPase, ADP Transcreener TR-FRET. 330,000 tested, 0.031% active; note: potency is the fitted concentration of half-maximal effect; % is set by controls: 0 for no effect and ±100 for the full control effect; nearly all actives have a fitted effect of over 80% in size
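Quantitative HTS used 25 nM Mm-CPN and 10 uM ATP in magnesium/KCl Tris buffer, pH 7.4, with 1 mM DTT. Hydrolysis ran 30 min at 37°C; ADP was read by HTRF.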
Nrf2 activator – activates Nrf2 signaling. 410,000 tested, 0.31% active. AREc32 ARE-luciferase reporter (MCF7-derived line), luminescence, 24 h. Potency, µM (highest dose often 46.1 µM), for the others: at the top dose activation, most hits filed as activators; note: potency is the fitted concentration of half-maximal effect; % of control where 0% means no effect; nearly all actives have a fitted effect of over 65% in size
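Luciferase luminescence (Steady-Glo, 30 min at room temperature) served as the read-out of ARE activation in AREc32 cells treated with compounds for 24 hr at 37 deg C.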
CCT chaperon mod – modulators of cytosolic chaperonin (CCT/TRiC) activity. purified chaperonin ATPase assay, HTRF ADP detection, 30 min. activity change, % (no concentration beside the values), hits read low. 360,000 tested, 0.3% active; in the data active = activity change below about -30%; note: % is set by controls: 0 for no effect and ±100 for the full control effect
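Enzyme 40 or 20 nM (batch-dependent) in Tris pH 7.4/KCl/MgCl2/DTT; cpd 76 uM single point; ATP 10 uM; 30 min 37 °C; Transcreener ADP HTRF detection, 30 min RT; ratio 665/615.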
Akt phos inh – Akt phosphorylation inhibition; AID 651550; 360,000 tested, 0.32% active; Neuro2A IGF-stimulated pAkt S473 HTRF, 20 min; stronger effect = lower value; activity change, % for hits at 50 µM; in the data active = activity change below about -80%; inconclusive = mostly about -51% to -80%; note: % is set by controls: 0 for no effect and ±100 for the full control effect
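Single-point screen (50 µM final compound) in Neuro2A cells stimulated 20 min with 6 nM IGF at 37 deg C. After lysis, Ser473-phosphorylated Akt read by HTRF (ex 330 nm, em 615/665 nm) as the 665/615 ratio.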
EPAC2 antagonist – blocks human EPAC2 exchange factor | EPAC2 GEF exchange of Rap1B-BODIPY-GDP, fluorescence | Potency, µM (titrated, usually from 114 µM), without a hit: at the top dose activity, negative = inhibition, usual class: inhibitors | 360,000 tested, 0.18% active | AID 720708; note: potency is the fitted concentration of half-maximal effect; % is set by controls: 0 for no effect and ±100 for the full control effect; nearly all actives have a fitted effect of over 45% in size; many of its hits are not listed in these tables
Active calls of the source: *; i = inactive; ? = inconclusive; nt = no result given; & = joins results of further samples; [ ] = another dose, or the depositor's remark. Unless noted, calls come from the whole dose curve; as a rule, active = well fitted curve in the direction sought with a large enough effect; inconclusive = small, poorly fitted or top-dose-only effect, or another doubt; inactive = no such curve, though single readings can be large; an effect the other way counts as inactive or inconclusive.

SMILES	EPAC2 ag	TGFb inhibitor	A549 viability	Nrf2 inh	Mm-Cpn inhibitor	Nrf2 activator	CCT chaperon mod	Akt phos inh	EPAC2 antagonist
CCc1noc(C)c1C(=O)OCC(=O)N(CC)c1c(N)n(Cc2ccccc2)c(=O)[nH]c1=O	1%	?	-3%	6%	1%	-0.2%	0.8	i	12%
Cc1nn(C(C)C(=O)NCc2ccc(OC(C)C)cc2)c(=O)c2c1sc1ccccc12 (stereo not given)	nt	6%	4%	-18%	nt	-0.9%	nt	nt	nt
COc1cccc(C(=O)Nn2c(-c3cccs3)nc3ccccc3c2=O)c1OC	8%	-1%	-8%	-3%	1%	-0.7%	-0.6	i	-1%
COc1ccc(CN(Cc2ccco2)S(=O)(=O)c2ccc(S(=O)(=O)N3CCCC3)cc2)cc1	3%	-18%	4%	19%	0%	0.4%	-1.5	i	0%[57.1 µM]
CC[N+](CC)(CC)CCC(O)(c1ccccc1)C1CCCCC1 (stereo not given)	4%	-5%	3%	6%	-1%	-0.8%	1.3	i	-16%
CC(=O)N1CCc2c(sc3c2c(=O)n(-c2cc(Cl)ccc2C)c(=O)n3C)C1	nt	2%	1%	-21%	nt	10%	nt	nt	nt
Cc1ccc2c(c1)c1c3n2CCN(C(=O)C2CC2)C3CCC1 (stereo not given)	3%	5%	-2%	17%	-3%	0.3%	0.2	i	?
COc1cccc(Cn2ccn(-c3ccc(F)cc3)c(=O)c2=O)c1	nt	-3%	-3%	-4%	nt	-0.7%	nt	nt	nt
CCc1ccccc1NC(=O)Cn1nnc(C(=O)NCc2cccs2)c1N	4%	-2%&-3%	-5%&-3%	?	0%	2.3%&-0.3%	-2.9	i	-7%
Cc1cc(C)c(NC(=O)CN2CCN(C)CC2)c(C)c1	10%	2%	6%	4%	2%	0.3%	0.7	i	-4%
Cc1ccc(S(=O)(=O)Nc2c(C)cc(C)nc2Cl)cc1	5%	-9%	1%	-16%	1%	-0.4%	0.1	i	0%
COc1cc(/C=N/NC(=O)c2ccccc2)ccc1OS(=O)(=O)c1ccccc1	12%	-15%	0%	0%	5%	-0.7%	-3.5	i	3%
COc1ccc2c(c1)CC/C(=C\C=C\c1ccccc1)C2=O	3%	?	-17%	?	2%	8.1%	-1.3	i	2%
COc1ccc(/C=C2\CCC(C3CCCC3)C2=O)cc1 (stereo not given)	1%	4%	2%	?	2%	2.0%	0.0	i	-4%
CCOc1ccc(CN2CCNC(=O)C2CC(=O)NC2CCCCCC2)cc1 (stereo not given)	-17%	-12%	-2%	3%	-1%	-0.4%	0.6	i	7%
CCOc1ccc(NC(=O)CC2C(=O)N(c3ccccc3)C(=O)N2Cc2ccco2)cc1 (stereo not given)	6%	16%	-4%	3%	-6%	-0.3%	-1.5	i	-9%
CCOC(=O)c1ccc(NC(=O)CCS(=O)(=O)c2ccc(Br)s2)cc1	-8%	-3%	0%	-3%	-6%	3.1%	-4.7	i	6%
Cc1cc(C)c[n+](-c2nc3ccccc3nc2[N-]S(=O)(=O)c2ccc(Cl)cc2)c1	9%	1%	-14%	-4%	-7%	-0.5%	-0.9	i	13%
Cc1cc(C)n2ncc(C(=O)NCc3ccc(Cl)cc3)c2n1	-1%	-2%	-2%	-17%	-5%	5.6%	-1.5	i	0%
COc1ccc(S(=O)(=O)N2CCC(C(=O)N[C@@H](C)C(=O)NCc3ccccn3)CC2)cc1	2%	3%	nt	nt	nt	-0.8%	0.1	i	0%
CCCCOc1ccc(C(=O)N2CC(C)OC(C)C2)cc1 (stereo not given)	1%	-33%	1%	?	-2%	-0.5%	2.2	i	-4%
Cc1ccc(NC(=O)c2ccc(F)c(S(=O)(=O)N3CCOCC3)c2)cc1F	1%	?	-23%	13µM*	0%	2.3%	-4.2	i	-7%
CCc1ccc(NC(=O)c2cc3c(=O)n(Cc4cccs4)ccc3nc2C)cc1	nt	?	-2%	-4%	nt	6.4%	nt	nt	nt
Cc1cccc(C)c1NC(=O)CSc1nnc(-c2ccoc2C)n1C	0%	2%	1%	5%	1%	0.4%	1.0	i	20%
Cn1c(N)c(C(=O)COC(=O)c2ccc(-c3ccccc3)cc2)c(=O)n(C)c1=O	-3%	-7%	1%	0%	0%	-1.0%	1.8	i	2%
The list goes on:
SMILES	EPAC2 ag	TGFb inhibitor	A549 viability	Nrf2 inh	Mm-Cpn inhibitor	Nrf2 activator	CCT chaperon mod	Akt phos inh	EPAC2 antagonist
COc1cc(C=Nc2cccc([N+](=O)[O-])c2C)ccc1OC(C)=O	24%	-4%	4%	4%	-1%	3.5%	-2.3	i	-3%
CC(C)(C)SCCNC(=O)/C=C/c1ccc([N+](=O)[O-])cc1	-5%	?	-3%	6%	0%	2.9%	-0.8	i	0%
O=C(Cc1ccc([N+](=O)[O-])cc1)N1CCCCCC1	16%	-7%	3%	2%	-2%	-0.2%	-5.9	i	12%
Cc1cc(F)ccc1NCc1cccnc1	8%	-12%	-1%	-14%	0%	0.0%	-3.9	i	5%
CCc1ccc(C(=O)c2oc3nc(C)cc(C)c3c2N)cc1	3%	13%	?	19%	-2%	6.4%	1.8	i	-10%
O=C1NC[C@@H](CCCCN2CCN(Cc3ccccc3)C(=O)C2=O)N(CCC2CCCCC2)C1=O	2%	nt	nt	nt	nt	0.2%	-1.1	i	9%
Cc1ccc(NC(=O)CN2C(=O)NC3(CCC(C)CC3)C2=O)c(Cl)c1 (stereo not given)	-7%	7%	-29%	-28%	3%	0.9%	-1.9	i	6%
COc1ccc(CCN2C(=O)NC(NS(=O)(=O)c3ccc(N)cc3)(C(F)(F)F)C2=O)cc1OC (stereo not given)	5%	-15%	2%	8%	2%	0.3%	-0.6	i	12%
O=C(COC(=O)CCSc1ccccc1Cl)NCc1ccco1	-2%	-4%	4%	6%	1%	1.7%	-17	i	-8%
O=C(Nc1cccc(Cl)c1)c1cnccn1	2%	22%	-1%	7%	1%	-0.5%	-5.2	i	2%
O=C1c2cccc(OCC(=O)N3CCCc4ccccc43)c2CCN1Cc1ccccc1	4%	6%	1%	-8%	4%	0.1%	-3.0	i	-5%
CC(=O)c1sc(NC(=O)C2CCN(C(=O)c3ccccc3C)CC2)nc1-c1ccccc1	-11%	?	-19%	?	-5%	4.7%	0.6	i	-24%
COc1cc(/C=N/NC(=O)c2cnccn2)cc(OC)c1OC	-1%	19%	0%	0%	2%	3.2%	-2.8	i	3%
CN(C)CCNc1ncnc2c1ncn2[C@H]1CN(C)C[C@@H](CO)O1	7%	8%	nt	nt	nt	0.5%	0.7	i	0%
COc1ccc(C2C=C(C34CC5CC(CC(C5)C3)C4)NC(=S)N2)cc1OC (stereo not given)	8%	?	-8%	?	0%	5.3%	-26	i	-7%
CCOC(=O)c1cccc(NC(=O)CSc2nncn2-c2ccccn2)c1	9%	-3%	-3%	-12%	-1%	0.1%	-3.1	i	-7%
O=C(NC1CCCCC1c1ccccc1)c1ccccc1 (stereo not given)	-3%	5%	-2%	2%	nt	-1.2%	1.2	i	0%
COC(=O)c1cccc(S(=O)(=O)N2CCN(c3nc4ccccc4s3)CC2)c1	-11%	-11%	2%	-3%	-2%	-0.9%	0.4	i	2%
COCCC(=O)N1CCC(Oc2ccc(C(=O)N3CCCCC3COC)cc2)CC1 (stereo not given)	0%	0%	-3%	-2%	-6%	-0.4%	0.1	i	2%
CCOc1ccc(-c2cnc(NCc3ccc(C(F)(F)F)cc3)n2C)cc1	nt	?	-9%	-11%	nt	7.1%	nt	nt	nt
O=c1c2cc3ccccc3n2cnn1Cc1ccccc1F	15%	31%[activator]	-7%	30%	-2%	8.0%	-5.7	i	-9%
CC(C)(C)c1ccc(-c2nnc3sc(-c4ccncc4)nn23)cc1	-6%	38%	?	?	1%	0.1%	-0.1	i	3%
CC(NC(=O)COC(=O)C1CCC1)c1ccccc1 (stereo not given)	7%	10%	4%	4%	1%	0.4%	0.5	i	-28%
CC(=O)OCC(=O)[C@H]1CC[C@H]2[C@@H]3CCC4=CC(=O)CC[C@]4(C)[C@H]3CC[C@]12C	5%	8%	-1%	-17%	0%	0.3%	0.6	i	-20%
O=C(Nc1ccccc1C(F)(F)F)c1cc(S(=O)(=O)N2CCOCC2)ccc1F	4%	-23%	3%	4%	1%	1.6%	0.3	i	-10%
CCCN(CC1COc2ccccc2O1)C(=S)Nc1ccc(C)cc1 (stereo not given)	24%	0%	12%	5%	-3%	3.7%	-1.2	i	-2%
CCN(CC(=O)Nc1ccc(NC(C)=O)cc1)C(=O)Cc1ccc(Cl)c(Cl)c1	-2%	-2%	-5%	-9%	0%	-0.3%	-0.2	i	4%
CCc1ccc(Nc2nc(C)cc(C)c2C(N)=O)cc1	9%	-18%	2%	3%	2%	2.3%	-0.6	i	-4%
Cc1ccccc1Cn1c2ccccc2c2cnn(CC(=O)NCCc3ccc(Cl)cc3)c(=O)c21	nt	1%	1%	15%	nt	3.7%	nt	nt	nt

Sorted by formula weight (lowest first): part of the list above.
SMILES	EPAC2 ag	TGFb inhibitor	A549 viability	Nrf2 inh	Mm-Cpn inhibitor	Nrf2 activator	CCT chaperon mod	Akt phos inh	EPAC2 antagonist
Cc1cc(F)ccc1NCc1cccnc1	8%	-12%	-1%	-14%	0%	0.0%	-3.9	i	5%
O=C(Nc1cccc(Cl)c1)c1cnccn1	2%	22%	-1%	7%	1%	-0.5%	-5.2	i	2%
O=C(NC1CCCCC1c1ccccc1)c1ccccc1 (stereo not given)	-3%	5%	-2%	2%	nt	-1.2%	1.2	i	0%
CC(C)(C)SCCNC(=O)/C=C/c1ccc([N+](=O)[O-])cc1	-5%	?	-3%	6%	0%	2.9%	-0.8	i	0%
COCCC(=O)N1CCC(Oc2ccc(C(=O)N3CCCCC3COC)cc2)CC1 (stereo not given)	0%	0%	-3%	-2%	-6%	-0.4%	0.1	i	2%

An excerpt (hit frequency here may not be typical).
